# Assay outcomes (PubChem)
# TcdB GH inh – TcdB glycohydrolase inhibitors, primary screen, biochemical, single point, plate reader. Toxin B (Clostridioides difficile), P18177. TcdB glycohydrolase enzymatic assay. inhibition, % at 9.99 µM. hit rate 0.24% among 350,000. AID 652162, 2013; in the data active = inhibition above about 10%
# The depositor's hits bear a star. The list is partial; count on the stated rates, not on these rows.
SMILES,TcdB GH inh
CC(C)NC(=O)Nc1ccc2c(c1)C(=O)N([C@@H](C)CO)C[C@@H](C)[C@@H](CN(C)Cc1ccccc1)OCCCC[C@@H](C)O2,-7.5
Cc1noc(C)c1S(=O)(=O)Nc1ccc2c(c1)C(=O)N([C@H](C)CO)C[C@H](C)[C@H](CN(C)C(=O)Cc1ccccc1)OCCCC[C@H](C)O2,0.9
Cc1[nH]c2ccccc2c1C(=O)c1cc(Cc2ccccc2)sc1N,-5.3
CCN1CC(=O)N2[C@@H](CO)[C@H](c3ccc(-c4ccccc4F)cc3)[C@@H]2C1,-1.4
O=C(C[C@H]1C=C[C@H](NC(=O)c2ccncc2)[C@H](CO)O1)NCc1ccncn1,1.6
O=C1CN(S(=O)(=O)Cc2ccccc2)C[C@@H]2[C@H](c3ccc(C#CCC4CCCC4)cc3)[C@H](CO)N12,-0.5
C[C@@H]1CN([C@@H](C)CO)C(=O)c2cccc(NC(=O)Nc3ccc4c(c3)OCO4)c2O[C@@H]1CN(C)Cc1ccc(Oc2ccccc2)cc1,-0.9
CN(C)C(=O)C[C@H]1C=C[C@H](NC(=O)c2ccc(F)cc2)[C@@H](CO)O1,0.4
COc1ccc(-c2cnc3c(c2)C(=O)N([C@@H](C)CO)C[C@H](C)[C@H](CN(C)C(=O)CN(C)C)O3)cc1,0.7
CS(=O)(=O)N1Cc2cc(C(=O)O)nc(-c3cccc(-c4ccccc4F)c3)c2[C@H]1CCO,3.0
C[C@@H]1CN([C@@H](C)CO)S(=O)(=O)c2ccc(-c3cccc(F)c3)cc2O[C@H]1CN(C)S(C)(=O)=O,1.1
C[C@@H]1CN([C@@H](C)CO)C(=O)Cc2cc(NC(=O)Nc3ccccc3)ccc2O[C@H]1CN(C)Cc1ccc(C(=O)O)cc1,-2.4
CCS(=O)(=O)Nc1ccc2c(c1)C(=O)N(C)C[C@@H](OC)[C@H](C)CN(C(=O)NC(C)C)[C@@H](C)CO2,-2.4
C[C@@H]1CN([C@@H](C)CO)C(=O)c2cc(NC(=O)C3CC3)ccc2O[C@@H]1CN(C)C,0.2
C[C@H]1CN([C@@H](C)CO)C(=O)Cc2cc(NC(=O)Cn3cnnn3)ccc2O[C@@H]1CN(C)C(=O)Nc1ccc2c(c1)OCO2,1.8
C[C@H](O)C#Cc1ccc2c(c1)O[C@H](CN(C)Cc1cncnc1)[C@@H](C)CN([C@H](C)CO)S2(=O)=O,-0.7
O=C(NC1CCCC1)N1CC(=O)N2[C@H](CO)[C@@H](c3ccc(-c4cccnc4)cc3)[C@H]2C1,-0.6
COc1ccc(CNC(=O)N(C)C[C@H]2OCc3ccccc3-c3ccccc3C(=O)N([C@H](C)CO)C[C@@H]2C)cc1,2.3
O=C(C[C@@H]1CC[C@@H]2[C@H](COC[C@H](O)CN2Cc2ccc(Oc3ccccc3)cc2)O1)N1CCN(c2ccccc2)CC1,-0.9
CC(C)C#Cc1ccc([C@H]2[C@@H](C#N)N(C(=O)c3cccc(F)c3)[C@@H]2CO)cc1,0.6
CCC(=O)NC[C@H]1[C@H](c2ccccc2)[C@@H](CO)N1C(=O)C1CC1,-0.2
COC(=O)C(C(=O)OC)c1cc2c(cc1CNS(=O)(=O)c1ccc(C)cc1)OCO2,-0.2
CS(=O)(=O)Nc1ccc2c(c1)[C@H]1C[C@@H](CC(=O)NCCc3ccccc3)O[C@H](CO)[C@H]1O2,0.8
O=C(C[C@H]1CC[C@@H]2[C@H](COC[C@@H](O)CN2Cc2ccccc2F)O1)NCc1ccccc1F,0.1
C[C@@H]1CN([C@H](C)CO)C(=O)c2c(c3ccccc3n2C)-c2ccccc2CO[C@H]1CN(C)S(=O)(=O)c1ccc(Cl)cc1,-0.3
C[C@@H]1CCCCO[C@@H](CN(C)CC2CCCCC2)[C@@H](C)CN([C@H](C)CO)C(=O)c2cc(N(C)C)ccc2O1,-19
C[C@@H]1CN([C@@H](C)CO)C(=O)c2cc(NS(=O)(=O)c3ccc(F)cc3)ccc2O[C@@H](C)CCCCO[C@H]1CN(C)C(=O)c1ccccc1,0.1
Cc1ccc(N)cc1CN1CCN(c2ncc(Cc3ccccc3)cn2)CC1,2.1
CO[C@@H]1CN(C)C(=O)c2cc(NC(=O)C3CC3)ccc2OC[C@@H](C)N(C(=O)c2ccccc2F)C[C@@H]1C,-11
CC(C)c1cn(CC[C@H]2CC[C@H](NC(=O)C3CCCCC3)[C@H](CO)O2)nn1,-0.7
O=C(C[C@H]1CC[C@@H]2[C@H](COC[C@@H](O)CN2S(=O)(=O)c2ccc(F)cc2)O1)NCC1CCCCC1,-0.1
C[C@H](CO)N1C[C@H](C)[C@H](CN(C)Cc2ccccc2)Oc2ccc(NC(=O)C3CC3)cc2C1=O,-0.6
O=C(c1cccc(F)c1)N1CCCCN2[C@@H](CO)[C@@H](c3ccc(-c4cncnc4)cc3)[C@@H]2C1,-0.2
C[C@@H]1CN([C@H](C)CO)S(=O)(=O)c2ccc(C#CC3CC3)cc2O[C@@H]1CN(C)C(=O)Cc1ccncc1,0.2
COc1ccc2c3c(n(C)c2c1)[C@@H](CO)N(C(=O)c1ccc(F)cc1)CC31CCN(C(C)=O)CC1,0.1
COc1ccc2c3c([nH]c2c1)[C@@H](CO)N(C(=O)Nc1ccc(F)cc1)CC31CCN(S(=O)(=O)c2cccc(C)c2)CC1,-0.5
CO[C@@H]1CN(C)C(=O)c2cc(NS(=O)(=O)c3ccccc3C)ccc2OC[C@@H](C)N(C)C[C@@H]1C,0.3
N#C[C@@H]1[C@H](c2ccc(C3=CCCCC3)cc2)[C@H](CO)N1S(=O)(=O)c1ccccc1,0.2
C[C@H]1CN([C@@H](C)CO)C(=O)Cc2cc(NC(=O)Nc3ccc(C(F)(F)F)cc3)ccc2O[C@H]1CN(C)Cc1ccc2c(c1)OCO2,-2.2
C[C@@H]1CN([C@@H](C)CO)C(=O)c2cccc(NS(=O)(=O)c3ccc(Cl)cc3)c2O[C@@H]1CN(C)C(=O)Nc1ccc2c(c1)OCO2,-0.2

# Sorted by molecular weight (low to high): 13 of the compounds above.
SMILES,TcdB GH inh
CC(C)c1cn(CC[C@H]2CC[C@H](NC(=O)C3CCCCC3)[C@H](CO)O2)nn1,-0.7
COC(=O)C(C(=O)OC)c1cc2c(cc1CNS(=O)(=O)c1ccc(C)cc1)OCO2,-0.2
O=C(c1cccc(F)c1)N1CCCCN2[C@@H](CO)[C@@H](c3ccc(-c4cncnc4)cc3)[C@@H]2C1,-0.2
O=C(C[C@H]1CC[C@@H]2[C@H](COC[C@@H](O)CN2Cc2ccccc2F)O1)NCc1ccccc1F,0.1
C[C@H](CO)N1C[C@H](C)[C@H](CN(C)Cc2ccccc2)Oc2ccc(NC(=O)C3CC3)cc2C1=O,-0.6
COc1ccc2c3c(n(C)c2c1)[C@@H](CO)N(C(=O)c1ccc(F)cc1)CC31CCN(C(C)=O)CC1,0.1
CO[C@@H]1CN(C)C(=O)c2cc(NS(=O)(=O)c3ccccc3C)ccc2OC[C@@H](C)N(C)C[C@@H]1C,0.3
O=C(C[C@H]1CC[C@@H]2[C@H](COC[C@@H](O)CN2S(=O)(=O)c2ccc(F)cc2)O1)NCC1CCCCC1,-0.1
CO[C@@H]1CN(C)C(=O)c2cc(NC(=O)C3CC3)ccc2OC[C@@H](C)N(C(=O)c2ccccc2F)C[C@@H]1C,-11
COc1ccc2c3c([nH]c2c1)[C@@H](CO)N(C(=O)Nc1ccc(F)cc1)CC31CCN(S(=O)(=O)c2cccc(C)c2)CC1,-0.5
C[C@@H]1CN([C@H](C)CO)C(=O)c2c(c3ccccc3n2C)-c2ccccc2CO[C@H]1CN(C)S(=O)(=O)c1ccc(Cl)cc1,-0.3
C[C@H]1CN([C@@H](C)CO)C(=O)Cc2cc(NC(=O)Nc3ccc(C(F)(F)F)cc3)ccc2O[C@H]1CN(C)Cc1ccc2c(c1)OCO2,-2.2
C[C@@H]1CN([C@@H](C)CO)C(=O)c2cccc(NS(=O)(=O)c3ccc(Cl)cc3)c2O[C@@H]1CN(C)C(=O)Nc1ccc2c(c1)OCO2,-0.2

# The results go on.
SMILES,TcdB GH inh
CC=Cc1ccc2n(c1=O)C[C@H]1[C@H](CO)[C@@H](C(=O)NCC)[C@@H]2N1CCC(F)(F)F (mixture of isomers),2.1
CNC[C@H]1Oc2ccc(NC(=O)Nc3ccc(OC)cc3)cc2CC(=O)N([C@@H](C)CO)C[C@@H]1C,-4.2
C[C@@H]1CCCCO[C@H](CN(C)C(=O)Cc2ccccc2)[C@@H](C)CN([C@H](C)CO)C(=O)c2cc(NS(=O)(=O)c3ccc(Cl)cc3)ccc2O1,-7.8
CCCC#Cc1cnc2c(c1)C(=O)N([C@@H](C)CO)C[C@H](C)[C@@H](CN(C)C(=O)Nc1c(C)noc1C)O2,0.5
N#C[C@H]1[C@@H](c2ccc(C3=CCCCC3)cc2)[C@@H](CO)N1C(=O)c1ccccn1,-0.1
C[C@H](O)[C@@H]1C(=O)N2CCc3c([nH]c4c(-c5ccccc5)cccc34)[C@@H]2C[C@@H]1N(C)C(=O)NC1CCCCC1,0.1
CN(C)C(=O)c1cccc(-c2ccc([C@@H]3[C@@H](CO)N4CCCCN(C(=O)C5CCC5)C[C@H]34)cc2)c1,-0.5
C/C=C/c1cnc2c(c1)C(=O)N([C@@H](C)CO)C[C@@H](C)[C@H](CN(C)C(=O)Cc1cccnc1)O2,0.9
CCNC(=O)[C@@H]1[C@@H](CO)[C@@H]2Cn3c(ccc(-c4ccncc4)c3=O)[C@@H]2N1Cc1ccccc1,1.5
C[C@@H]1CN([C@@H](C)CO)C(=O)CCCn2nncc2CO[C@@H]1CN(C)Cc1ccc2c(c1)OCCO2,-0.3
C[C@@H]1CN([C@H](C)CO)C(=O)Cc2cc(NC(=O)C3CCCCC3)ccc2O[C@H]1CN(C)CC1CCCCC1,-0.1
C[C@@H]1CCCCO[C@@H](CN(C)C(=O)Nc2ccc3c(c2)OCO3)[C@@H](C)CN([C@@H](C)CO)C(=O)c2cc(NC(=O)CCC(F)(F)F)ccc2O1,-1.1
C[C@@H]1CN([C@H](C)CO)C(=O)Cc2cc(NC(=O)c3ccncc3)ccc2O[C@@H]1CN(C)CC1CCCCC1,-0.9
C[C@@H]1CN([C@H](C)CO)C(=O)c2cc(NS(=O)(=O)c3ccc(F)cc3)ccc2O[C@@H]1CN(C)C,0.8
CCCN(C)C[C@@H]1Oc2cc(C#Cc3ccccc3)ccc2S(=O)(=O)N([C@@H](C)CO)C[C@H]1C,-0.7
CC(C)CC#Cc1ccc([C@H]2[C@@H](CO)N3CCCCN(C(=O)c4ccc5c(c4)OCO5)C[C@@H]23)cc1,1.4
C[C@@H]1CN([C@@H](C)CO)C(=O)c2cc(NC(=O)Cc3ccccc3)ccc2O[C@H]1CN(C)S(=O)(=O)c1cccs1,-4.1
C[C@H](CO)N1C[C@H](C)[C@@H](CN(C)C(=O)Nc2ccccc2)Oc2c(NC(=O)Nc3ccc(F)cc3)cccc2C1=O,-0.3
C[C@@H]1CN([C@H](C)CO)C(=O)Cc2cc(NC(=O)Cc3cn(C)c4ccccc34)ccc2O[C@H]1CN(C)C,-0.3
C[C@H](CO)N1C[C@H](C)[C@@H](CN(C)S(C)(=O)=O)Oc2ccc(NC(=O)c3ccncc3)cc2CC1=O,-0.1
Cc1noc(C)c1NC(=O)N(C)C[C@H]1Oc2c(NS(=O)(=O)c3cccs3)cccc2C(=O)N([C@@H](C)CO)C[C@@H]1C,-3.5
C[C@H](CO)N1C[C@H](C)[C@H](CN(C)C(=O)Nc2cccc3ccccc23)Oc2ccc(NC(=O)CCCN(C)C)cc2C1=O,2.0
C[C@@H]1CCCCO[C@H](CN(C)C(=O)c2ccncc2)[C@H](C)CN([C@H](C)CO)C(=O)c2cc(NS(=O)(=O)c3ccccc3)ccc2O1,0.8
CCC(=O)N[C@@H]1CC[C@@H](CC(=O)NCc2ccc(OC)cc2)O[C@@H]1CO,-0.3
CC(C)NC(=O)Nc1ccc2c(c1)C(=O)N([C@H](C)CO)C[C@@H](C)[C@@H](CN(C)C)OCCCC[C@@H](C)O2,0.0
C[C@@H]1CN([C@H](C)CO)C(=O)c2cc(NC(=O)c3ccncc3)ccc2O[C@@H]1CN(C)S(=O)(=O)c1ccc(F)cc1,1.1
C[C@@H]1CN([C@H](C)CO)C(=O)Cc2cc(NC(=O)CCC(F)(F)F)ccc2O[C@@H]1CN(C)C(=O)Nc1ccc2c(c1)OCO2,-1.1
C[C@@H]1CN([C@H](C)CO)C(=O)Cc2cc(NC(=O)NC3CCCCC3)ccc2O[C@H]1CN(C)Cc1ccc(-c2ccccc2)cc1,0.3
COCC(=O)Nc1ccc2c(c1)C(=O)N(C)[C@H]1CC[C@@H](CC(=O)NCCc3ccccc3)O[C@@H]1CO2,0.6
Cc1noc(C)c1NC(=O)Nc1ccc2c(c1)C(=O)N([C@H](C)CO)C[C@H](C)[C@H](CN(C)C(=O)c1ccccc1)OCCCC[C@H](C)O2,-0.3
CO[C@H]1CN(C)C(=O)c2cc(NC(=O)Nc3ccccc3)ccc2OC[C@@H](C)N(C(C)=O)C[C@H]1C,1.4
COCC(=O)N1C[C@@H](C)[C@H](OC)CN(C)C(=O)c2cc(NC(=O)c3ccccc3)ccc2OC[C@@H]1C,-0.1
COc1ccc(S(=O)(=O)Nc2ccc3c(c2)C(=O)N([C@H](C)CO)C[C@@H](C)[C@H](CN(C)Cc2ccc(C(=O)O)cc2)O3)cc1,-0.5
CN1CCN(C(=O)C[C@@H]2CC[C@H]3[C@H](COc4ccc(NC(=O)C5CC5)cc4C(=O)N3C)O2)CC1,-0.5
CCCC(=O)Nc1ccc2c(c1)OC[C@@H](C)N(Cc1cccc(F)c1)C[C@@H](C)[C@@H](OC)CN(C)C2=O,0.8
C[C@@H]1CN([C@H](C)CO)C(=O)c2cc(NS(=O)(=O)c3cn(C)cn3)ccc2O[C@@H](C)CCCCO[C@@H]1CN(C)C(=O)CCC(F)(F)F,0.3
COc1ccccc1C(=O)Nc1ccc2c(c1)C(=O)N(C)[C@@H]1CC[C@@H](CC(=O)NCc3ccc(Cl)c(Cl)c3)O[C@H]1CO2,-0.7
COc1ccc2c3c([nH]c2c1)[C@@H](CO)N(C(=O)C1CCOCC1)CC31CN(Cc2nccs2)C1,0.7
CC1C=NC(S(=O)(=O)N2CC[C@H]3[C@@H](CO)N(C)c4ccc(-c5cccc(F)c5)cc4[C@H]32)=N1 (some centres not stated),-0.3
C[C@@H]1CN([C@@H](C)CO)C(=O)c2cc(C#CCc3ccccc3)cnc2O[C@H]1CN(C)CC1CCCC1,-2.0
